# Screening results from PubChem BioAssay.
# MC4R antag cAMP = blocks human MC4R cAMP signaling. AID 540295. P32245. inhibition, % at 6.5 µM. MC4R-expressing cells, MTII-stimulated cAMP, LANCE TR-FRET. 360,000 tested, 0.48% active;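 active = inhibition above its plate's cutoff, the mean of tested wells on that plate plus 3 SD, cut at about 29% in these data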;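 also: 0% = Melanotan II alone and 100% = Melanotan II plus saturating MCL0020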
#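 Assay system: U2OS cells stably expressing human melanocortin 4 receptor (MC4R) / Dosing: 6.5 µM / Timing: compound 30 min, challenge 1 h, detection 1 h / Measured by: Eu-cAMP/anti-cAMP TR-FRET, emission 671 nm / Replicates: singlicate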
# H9c2 protect = protects H9c2 cardiomyocytes from peroxide injury | H2O2 injury protection, ATPLite, 2 h | protection from H2O2 cell death, % at 20 µM | 360,000 tested, 0.63% active;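 active = compounds giving at least 50% protection of heart cells from peroxide-induced death in the single-dose screen, raw or plate-pattern-corrected value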;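 also: 0% = DMSO wells with peroxide and 100% = DMSO wells without peroxide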
# Glyco luc inh = N-linked glycosylation inhibition | D54 ERlucT glycosylation luciferase reporter, 24 h; percent of 100 nM tunicamycin response | 360,000 tested, 0.23% active | reporter increase, % at 12.5 µM;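 active = mean luciferase reporter signal, scaled so untreated is 0 and the glycosylation-blocking control 100, at or above a set limit in every replicate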;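 also: luciferase carries N-glycosylation sites so blocking glycosylation raises the light; 0% = median of neutral control wells and 100% = median of 100 nM tunicamycin wells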
# ABCB6 inh MLPCN = human ABCB6 transporter inhibition; Q9NP58; K562-ABCB6 porphyrin accumulation, flow cytometry, 1 h; stronger effect = lower value; fluorescence ratio to DMSO, % at 10 µM; 360,000 tested, 0.19% active; AID 602162;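 active = fluorescence ratio to DMSO below 75%, the collection mean minus 3 SD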;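 also: signal is porphyrin accumulated inside mitochondria; 100% equals median channel fluorescence of DMSO control wells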
# iPSC survival up = enhancers of human iPSC single-cell survival | hiPSC single-cell survival, ATPlite luminescence; 100% = ROCK inhibitor wells, 0% = DMSO | survival enhancement, % at 20 µM | 360,000 tested, 0.044% active; in the data active = survival enhancement above about 18%;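 also: cells exposed to compounds for 16 hours before the ATP read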
# Granule exo inh = lytic granule exocytosis inhibition; 360,000 tested, 0.66% active; AID 651702; TALL-104 LAMP-1 surface exposure, flow cytometry; cells stimulated with thapsigargin and PMA; inhibition, % at 10 µM;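 active = inhibition above about 55%, limit read from the data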
# aDG glyco act = increases alpha dystroglycan glycosylation; Pro5-aDG cells, alpha-DG glycosylation AlphaScreen (IIH6); 0% Pro5, 100% B10-LARGE cell signal; 360,000 tested, 0.22% active; activation, % at 10 µM; AID 624168;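 active = activation of at least 8% versus controls, or a plate z-score of at least 8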;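 also: Pro5 are CHO cells carrying HIG-tagged alpha-DG that lacks glycosylation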
# ABHD5-PLIN5 inh = ABHD5-PLIN5 protein interaction inhibition | inhibition, % at 4 µM | 360,000 tested, 0.78% active | Split G. princeps luciferase complementation, luminescence, 4 h;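 active = inhibition above the mean inhibition across every tested compound plus 3 SD, cut at about 22% in these data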;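 also: 0% = DMSO only wells and the 100% control is not disclosed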
# Target sequence (Q00G26 whole entry, looked up): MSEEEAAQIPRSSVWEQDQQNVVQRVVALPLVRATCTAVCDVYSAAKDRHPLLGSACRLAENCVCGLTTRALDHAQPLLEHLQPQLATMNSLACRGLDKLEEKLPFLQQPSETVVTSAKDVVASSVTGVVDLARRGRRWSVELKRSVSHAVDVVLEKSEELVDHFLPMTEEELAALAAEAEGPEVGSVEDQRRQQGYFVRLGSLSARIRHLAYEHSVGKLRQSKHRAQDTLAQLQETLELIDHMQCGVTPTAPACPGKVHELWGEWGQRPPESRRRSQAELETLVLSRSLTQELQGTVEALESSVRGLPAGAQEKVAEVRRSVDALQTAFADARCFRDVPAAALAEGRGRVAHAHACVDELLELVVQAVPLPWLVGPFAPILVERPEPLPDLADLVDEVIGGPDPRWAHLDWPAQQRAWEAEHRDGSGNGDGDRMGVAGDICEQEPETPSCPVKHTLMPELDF
# Target sequence (Q8WTS1 whole entry, looked up): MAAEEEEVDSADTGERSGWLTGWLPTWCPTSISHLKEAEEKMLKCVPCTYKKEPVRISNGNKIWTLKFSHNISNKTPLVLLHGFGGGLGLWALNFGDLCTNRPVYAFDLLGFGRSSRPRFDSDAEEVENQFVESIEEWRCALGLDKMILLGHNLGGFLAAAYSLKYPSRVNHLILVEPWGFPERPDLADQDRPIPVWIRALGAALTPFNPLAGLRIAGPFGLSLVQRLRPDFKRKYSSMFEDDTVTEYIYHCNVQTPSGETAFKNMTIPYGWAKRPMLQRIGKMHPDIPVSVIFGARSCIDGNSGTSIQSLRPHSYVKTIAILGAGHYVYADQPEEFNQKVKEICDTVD
# MC4R ag barr = activates human MC4R beta-arrestin recruitment; P32245; U2OS MC4R beta-arrestin complementation, luminescence; percent of melanotan II response, DMSO zero; activation, % at 8.9 µM; 360,000 tested, 0.98% active; AID 540308;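 active = activation above a per-plate cutoff, the mean activation of sample wells on that plate plus 3 SD, cut at about 8% in these data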
# HTR2A ag = activates the mouse 5-HT2A serotonin receptor; activation, % at 7.6 µM; CHO-K1 mHTR2A beta-arrestin complementation, luminescence; percent of 30 µM serotonin response; 360,000 tested, 0.66% active;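 active = activation above a run cutoff, the mean activation of all tested compounds plus 3 SD, cut at about 14% in these data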;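 also: 0% = plate median of compound wells and 100% = 30 µM serotonin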
# * marks the source's active call; other numbers are inactive results; nt = not tested or not shown. Not a hit list; overall some 4.5% were active at least once.
SMILES,MC4R antag cAMP,H9c2 protect,Glyco luc inh,ABCB6 inh MLPCN,iPSC survival up,Granule exo inh,aDG glyco act,ABHD5-PLIN5 inh,MC4R ag barr,HTR2A ag
COc1cc(NC(=S)NC(=O)c2ccccc2C)ccc1NC(=O)c1cccs1,-1,-4,-3,80,-0.5,0,1.0,-6,-1.6,1
Cc1cccc(-n2ncc3c(NCCCN4CCCC4=O)ncnc32)c1,5,5,-2,90,3.9,-4,-0.1,1,-3.6,-1
COc1ccc(OC2(C)CCN(Cc3ccc(-c4ccccc4)o3)C2)cc1 (stereo not drawn),0,-9,-2,99,2.8,2,-0.1,3,2.8,-8
CCCS(=O)(=O)N1CCN(C2CCC(C)CC2)CC1 (stereo not drawn),-1,-2,4,104,0.1,1,0.3,0,-1.6,12
Cc1ccc(C(=O)Oc2cccc(NC(=O)c3cccs3)c2)cc1S(=O)(=O)N1CCOCC1,12,5,2,95,-0.1,-2,0.6,4,-0.6,-2
CSCCC(NC(=O)COc1ccccc1)C(=O)N1CCOCC1 (stereo not drawn),-4,6,1,98,0.4,9,-0.1,0,-3.4,1
Cc1ccc(/C=N/N2CCN(Cc3cccc4ccccc34)CC2)s1,5,-7,1,90,-0.2,5,-0.2,0,0.7,1
Nc1cc(=O)nc(SCC(=O)N2CCN(c3ccccc3)CC2)n1-c1ccccc1,-2,5,1,95,-0.6,-3,-0.4,-2,-2.1,3
Cc1ccc(Nc2cc(C)c3ccc(O)cc3n2)cc1C,-7,-15,-3,98,-0.1,4,0.1,-7,3.6,-10
Fc1ccc(OCc2nn3cnnc3s2)cc1,0,10,0,94,1.7,1,0.0,2,-0.2,-4
COC(=O)c1cc(=O)n(Cc2ccc3c(c2)OCO3)c(=Nc2ccccc2)s1,6,-14,3,95,-2.8,0,7.1,2,-0.5,-2
CCn1nnc(NC(=O)COc2ccc(C3CCCCC3)cc2)n1,2,-14,-3,96,-1.8,-1,0.4,-6,-0.1,-2
O=C(NC1CCCC1)C(c1cccnc1)N(Cc1ccccc1F)C(=O)c1csnn1 (stereo not drawn),7,3,5,99,-0.5,1,0.0,0,-2.3,3
C[C@@H]1COC(=O)[C@@H](CC(=O)OC(C)(C)C)C/C=C\C[C@@H](CC(=O)NCCO)C(=O)N1,5,2,0,100,3.2,-1,0.0,-4,-2.4,-3
CCOC(=O)c1ccc(NC(=O)C2CCCO2)cc1 (stereo not drawn),-2,-7,-1,101,4.1,-5,-0.3,0,1.7,-2
Cc1nc(NC(=O)CC(C)C)sc1-c1csc(Nc2ccc(Cl)cc2Cl)n1,4,-16,-3,100,2.2,-12,0.1,-24,0.1,-1
O=C(O)COc1c(-c2ccc(Cl)cc2)oc2ccccc2c1=O,3,6,2,95,2.1,-1,-0.2,-4,0.2,1
CC(=O)c1cccc(NC(=O)c2ccc(N(Cc3ccccc3)S(C)(=O)=O)cc2)c1,0,-4,2,96,0.4,1,-0.1,3,-2.7,-1
COc1ccc(-c2cc(C(F)(F)F)c3c(n2)sc2c(O)cc(=O)[nH]c23)c(OC)c1,2,-3,3,116,1.1,-3,0.1,-3,-0.9,3
O=C(O)C(Sc1ccncn1)c1ccccc1 (stereo not drawn),13,8,2,99,0.3,-3,2.7,-3,-0.5,2
O=S(=O)(NC1=NCCC1)c1cccc(NS(=O)(=O)c2ccc(OC(F)(F)F)cc2)c1,-2,5,-1,98,-0.2,-1,0.1,2,-2.6,4
O=C(O)c1ccc(CSc2nc(-c3ccccc3)cc(C(F)(F)F)n2)cc1,2,8,5,98,-1.4,1,0.4,1,3.0,-2
CCc1nc2c(OCc3cc(Cl)cc(Cl)c3)cccn2c1N(C=O)Cc1ccc(OC)cc1,7,-4,-5,86,-2.4,2,0.2,3,-2.0,3
CC(=O)Nc1sc(N)nc1-c1ccccc1,7,-9,0,98,2.0,-1,0.2,-10,0.2,-4
O=[N+]([O-])c1ccc2c(c1)OCCOCCOCCOCCOCCOCCO2,8,2,0,100,1.7,1,-0.3,1,0.8,0
CCC(C)CN1C(=O)CSCC1(C)C(=O)NC(C)C (stereo not drawn),nt,nt,nt,nt,nt,-3,-0.2,5,nt,-2
CCOc1ccc(N(CC(=O)Nc2ccc(OC)cc2)S(=O)(=O)c2c(C)[nH]c(=O)[nH]c2=O)cc1,6,1,1,97,4.2,2,-0.3,-1,-2.5,2
O=C(Cn1ncc2c3ccccc3n(Cc3ccccc3F)c2c1=O)NCC1CCCO1 (stereo not drawn),2,-3,2,99,0.3,-2,0.0,10,-2.1,-1
COc1ccc(CNC(=O)Cn2nnc(-c3ccc(NC(=O)C4CCCCC4)cc3)n2)cc1,13,-15,1,124,-1.2,-10,-0.3,0,4.0,6
CCN=C1SC(C(=O)Nc2cc(Cl)cc(Cl)c2)CC(=O)N1CC (stereo not drawn),6,4,4,100,3.6,-7,0.4,-6,-0.7,-1

# The final 2 records of the part before come first, to join the parts:
SMILES,MC4R antag cAMP,H9c2 protect,Glyco luc inh,ABCB6 inh MLPCN,iPSC survival up,Granule exo inh,aDG glyco act,ABHD5-PLIN5 inh,MC4R ag barr,HTR2A ag
COc1ccc(CNC(=O)Cn2nnc(-c3ccc(NC(=O)C4CCCCC4)cc3)n2)cc1,13,-15,1,124,-1.2,-10,-0.3,0,4.0,6
CCN=C1SC(C(=O)Nc2cc(Cl)cc(Cl)c2)CC(=O)N1CC (stereo not drawn),6,4,4,100,3.6,-7,0.4,-6,-0.7,-1
CCCc1c(C)c2cc(C)ccc2[nH]c1=O,0,2,2,91,-3.4,0,-0.4,0,-1.3,-2
CCc1nc2ccc(C(=O)NCCC(C)C)cn2c1N(CCN(C)C)CC1CC1,5,3,-1,95,-2.1,-5,0.1,4,-0.7,-3
COc1cccc2c1OCC/C2=N\NC(=O)COc1ccccc1C,-3,-6,0,112,-1.2,-3,0.1,10,0.0,-2
COc1ccccc1OCC(=O)NC1CCCc2ccccc21 (stereo not drawn),10,4,-1,91,0.6,-3,0.2,-3,0.0,-1
O=C(CNC(c1ccccc1)c1ccccc1)Nc1ccc(F)cc1,1,2,-2,100,-0.5,-1,0.4,-2,1.5,-4
COc1ccc(Br)cc1C(=O)NC(=S)Nc1cc(-c2nc3ccccc3[nH]2)ccc1C,4,-9,-1,99,1.0,3,0.1,1,-3.1,-3
CC(OC(=O)c1cc(=O)c2ccccc2o1)C(=O)c1ccccc1 (stereo not drawn),6,-1,0,96,-3.4,2,0.1,1,-0.2,-7
CN(C)C(=O)c1cc(C(=O)c2ccc(F)cc2Cl)c[nH]1,3,-4,-2,94,0.0,1,0.1,-5,-1.0,12
COCc1ccc(C(=O)N2CCCC(C(=O)c3ccc(SC)cc3)C2)s1 (stereo not drawn),-1,-4,-1,103,2.6,6,0.0,1,1.5,0
O=C(COC(=O)c1ccc(F)cc1F)Nc1ccc2[nH]c(=O)[nH]c2c1,-4,4,1,97,1.3,6,-0.1,1,-0.5,4
CCOC(=O)[C@]12CCCC=C1N(CCC1=CCCCC1)C(=O)[C@H](CC(=O)N1CCCC1)C2,nt,nt,nt,nt,nt,3,0.1,0,nt,-3
CCOC(=O)c1ccccc1-n1nnnc1C,-4,2,3,102,0.0,-4,-0.3,-8,0.4,8
Cc1ccc(-c2nc3ccc(Br)cn3c2CC(C)(C)C)cc1,-4,-21,-2,104,-2.5,-6,-0.2,-4,1.8,-1
Cc1ccsc1/C=N/NC(=O)c1nnn(-c2nonc2N)c1CSc1ccccc1,1,-4,1,99,1.4,-1,-0.4,3,11*,1
Cn1c(=O)c2c(nc(NCCc3ccccc3)n2Cc2ccccc2)n(C)c1=O,8,-9,-6,93,-0.8,-2,0.8,0,-1.1,-2
COc1ccc(OC)c(C(C)NC(=O)C(C)n2cc([N+](=O)[O-])cn2)c1 (stereo not drawn),15,-2,0,101,-0.1,2,0.1,-3,-1.6,-1
COc1ccc(CNC(=O)C2CCN(S(=O)(=O)c3ccc4c(c3)C(C)(C)C(=O)N4C)CC2)cc1,0,3,-1,96,1.2,5,-0.2,2,-1.7,-1
CCCCOc1ccc(S(=O)(=O)NC(=O)C2(C)CCN2C(=O)c2c(C)noc2C)cc1 (stereo not drawn),2,2,1,98,2.7,1,-0.3,3,-0.7,-3
Cc1cc2nc(C3CCCCC3)c(Cc3ccccc3)n2c(C)c1Br,nt,-3,-6,98,-1.2,-1,0.6,1,nt,-4
COC(=O)CC1C(=O)NCCN1C(=O)c1oc2c(C)c(C)ccc2c1C (stereo not drawn),-5,-4,1,98,-1.8,-2,0.0,-1,-0.8,-4
NC1=NC(=O)C(Cc2cc(Cl)ccc2Cl)S1 (stereo not drawn),-7,-3,-3,93,4.9,7,-0.1,-7,-1.8,-4
CCOC(=O)C1=C(COC(=O)c2cc(OC)c(OC)cc2[N+](=O)[O-])NC(=O)NC1C (stereo not drawn),3,12,-1,95,0.7,-3,0.1,9,-1.1,-2
CCCOC(=O)c1ccc(Oc2cn[nH]c2-c2ccc(OCC)cc2O)cc1,-2,-5,-4,90,0.4,15,2.6,-23,5.8,-6
Cc1ccc(OCC(=O)Nc2ccc(S(=O)(=O)NC3=NCCCCC3)cc2)cc1,13,-4,2,93,2.1,5,-0.2,0,0.4,-2
Cc1ccc(CNC(=O)c2ccc(Br)o2)cc1,8,-7,-2,100,-0.2,-4,-0.1,1,1.8,-4

# Structures listed so far containing fluorine (nine):
SMILES,MC4R antag cAMP,H9c2 protect,Glyco luc inh,ABCB6 inh MLPCN,iPSC survival up,Granule exo inh,aDG glyco act,ABHD5-PLIN5 inh,MC4R ag barr,HTR2A ag
Fc1ccc(OCc2nn3cnnc3s2)cc1,0,10,0,94,1.7,1,0.0,2,-0.2,-4
O=C(NC1CCCC1)C(c1cccnc1)N(Cc1ccccc1F)C(=O)c1csnn1 (stereo not drawn),7,3,5,99,-0.5,1,0.0,0,-2.3,3
COc1ccc(-c2cc(C(F)(F)F)c3c(n2)sc2c(O)cc(=O)[nH]c23)c(OC)c1,2,-3,3,116,1.1,-3,0.1,-3,-0.9,3
O=S(=O)(NC1=NCCC1)c1cccc(NS(=O)(=O)c2ccc(OC(F)(F)F)cc2)c1,-2,5,-1,98,-0.2,-1,0.1,2,-2.6,4
O=C(O)c1ccc(CSc2nc(-c3ccccc3)cc(C(F)(F)F)n2)cc1,2,8,5,98,-1.4,1,0.4,1,3.0,-2
O=C(Cn1ncc2c3ccccc3n(Cc3ccccc3F)c2c1=O)NCC1CCCO1 (stereo not drawn),2,-3,2,99,0.3,-2,0.0,10,-2.1,-1
O=C(CNC(c1ccccc1)c1ccccc1)Nc1ccc(F)cc1,1,2,-2,100,-0.5,-1,0.4,-2,1.5,-4
CN(C)C(=O)c1cc(C(=O)c2ccc(F)cc2Cl)c[nH]1,3,-4,-2,94,0.0,1,0.1,-5,-1.0,12
O=C(COC(=O)c1ccc(F)cc1F)Nc1ccc2[nH]c(=O)[nH]c2c1,-4,4,1,97,1.3,6,-0.1,1,-0.5,4
